Eya2 phos inh: qHTS Assay for Inhibitors of the Phosphatase Activity of Eya2. recombinant Eya2, OMFP fluorescence dephosphorylation (OMFP is methylfluorescein phosphate). Potency, µM (top dose mostly 76.9 µM), without a hit: top-dose activity, negative = inhibition, usual class: inhibitors. 330,000 tested, 0.006% active. AID 488837, 2010; also: potency is read from the fitted curve at half-maximal effect; % is scaled to controls: 0 for no effect and ±100 for the full control effect
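Eya2 protein (added as 0.2 uM solution) was preincubated with compound for 10 min at ambient temperature in 50 mM HEPES pH 7.5, 50 mM NaCl, 5 uM MgCl2, 0.05% BSA, 1 mM DTT. OMFP (added at 50 uM) then reacted 10 min; fluorescence read at 485/525 nm.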
PTAP TSG101 blk: qHTS Assay for Iinhibitors of HIV-1 Budding by Blocking the Interaction of PTAP/TSG101. AID 493005, 2010. Fluorescence polarization, FITC-PTAP peptide / Tsg101 binding. 340,000 tested, under 10 active. Tumor susceptibility gene 101 protein (Homo sapiens), Q99816. Potency, µM (doses to about 115 µM), for the others: at the highest dose activity change, negative = inhibition, usual class: inhibitors; active = well fitted inhibition curve with a large enough effect in the main read-out, with a control signal flat, not every such curve was filed as active; inconclusive = small, poorly fitted or top-dose-only effect, or effect the other way, or a change in a side signal; inactive = no such curve, though single readings can be large or run the other way; also: potency is read from the fitted curve at half-maximal effect; % of control where 0% means no effect
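FP read-out: FITC-PTAP peptide, 50 nM final, binding Tsg101 binding domain, 10 uM final; 20 min, r.t.; 10 mM HEPES pH 7.5, 0.15 M NaCl, 0.01% Tween 20, 3 mM EDTA, 0.1 mM TCEP.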
BRCA1 expr up: qHTS Assay to Identify Small Molecule Activators of BRCA1 Expression; MCF7-BRCA1-FFLuc reporter, luminescence, 48 h; response scale: scaled: vehicle 0%, 10 µM genistein 100%; Potency, µM (top dose mostly 46.1 µM), inactives show at the highest dose activation, most hits filed as activators; 380,000 tested, 1.1% active; AID 624202, 2012; also: potency is read from the fitted curve at half-maximal effect; nearly all actives have a fitted effect of over 80% in size; some results filed as inactive show a strong effect at the top dose
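48 h compound treatment of MCF7-BRCA1-FFLuc cells (phenol-red free MEM, 37 °C), then 15 min with luciferase substrate and luminescence imaging.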
TRPV1 agonist: HTS Assay for Compounds that Act as Agonists of the Vanilloid Receptor 1 | TRPV1-expressing cells, Fluo-8 calcium influx, agonist mode | Transient receptor potential cation channel subfamily V member 1 (Homo sapiens), Q8NER1 | activation, % at 8.33 µM | 320,000 tested, 0.19% active | AID 540275, 2011; in the data active = activation above about 80%; inconclusive = between about 30% and that limit; also: 0% is about no effect
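Fluo-8 calcium influx in TRPV1-expressing cells, kinetic read (ex 480/em 520 nm). Compound added and read 3 min for agonist activity, followed by capsaicin at EC20 final and 2 min further read for enhancement.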
p53 reactivation: qHTS assay for re-activators of p53 using a Luc reporter. H1299 p53-A138V BP100-luciferase reporter, luminescence, 24 h. Potency, µM (titrated, usually from 92.2 µM), without a hit: at the highest dose activity change, positive = activation, actives largely listed as activators. 320,000 tested, 0.063% active; also: potency is read from the fitted curve at half-maximal effect; % of control where 0% means no effect; nearly all actives have a fitted effect of over 45% in size
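p53-null H1299 cells stably carrying temperature-sensitive p53-A138V and a BP100-luciferase reporter were pinned with compounds (4-point, 1:5 series) and held 24 hrs at 37 deg C. Luminescence was read 10 min after detection reagent.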
ELG1 genotoxic: qHTS screen for small molecules that induce genotoxicity in human embryonic kidney (HEK293T) cells expressing luciferase-tagged ELG1 | HEK293T ELG1-luciferase reporter, luminescence, 16 h | Potency, µM (highest dose often 46 µM), for the others: at the top dose activity change, positive = activation, hits mostly activators | 330,000 tested, 1.3% active | AID 504466, 2011; also: potency is read from the fitted curve at half-maximal effect; % of control where 0% means no effect; nearly all actives have a fitted effect of over 60% in size
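Reporter readout depends on ELG1 protein level, which increases with genetic stress. After 16 hr compound exposure at 37 °C, luciferase activity was quantified using ONE-Glo.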
a7 integrin act: qHTS for Activators of Integrin-Mediated Alleviation for Muscular Dystrophy; alpha7betagal myoblasts, beta-gal FDG fluorescence, 48 h; Potency, µM (doses to about 38.3 µM), without a hit: top-dose activation, hits mostly activators; 350,000 tested, 0.064% active;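 also: potency is read from the fitted curve at half-maximal effect; 100% = response of the positive control SU9516; nearly all actives have a fitted effect of over 60% in size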
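Alpha7betagal+/- myoblasts (passage 13) were plated 16-24 hr, then exposed to compounds (1:260 dilution of DMSO stock) for 48 hours at 37C. After MPER lysis, β-galactosidase reporter activity was read as FDG fluorescence (ex 480/em 540) after 30 minutes.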
uPA surface inh: qHTS for Inhibitors of Cell Surface uPA Generation; 330,000 tested, 0.31% active; cell surface uPA generation assay, qHTS; Potency, µM (titrated, usually from 38.3 µM), inactives show at the top dose activity change, negative = inhibition, actives largely listed as inhibitors; AID 540303, 2011; active = well fitted inhibition curve with a large enough effect; inconclusive = small, poorly fitted or top-dose-only effect; inactive = no such curve, though single readings can be large or run the other way; tested in mouse RAW 264.7 cells; also: potency is read from the fitted curve at half-maximal effect; % is scaled to controls: 0 for no effect and ±100 for the full control effect; nearly all actives have a fitted effect of over 55% in size
USP2a inh: qHTS Assay for Inhibitors of Ubiquitin-specific Protease USP2a Using CHOP2 as the Reporter. Ubiquitin carboxyl-terminal hydrolase 2 (Homo sapiens), O75604. USP2 core, Ub-CHOP2 coupled fluorogenic reporter, 485/531. Potency, µM (titrated, usually from 38.3 µM), without a hit: top-dose activity change, negative = inhibition, actives largely listed as inhibitors. 330,000 tested, 0.01% active. AID 463254, 2010;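 also: potency is read from the fitted curve at half-maximal effect; plate controls were DMSO wells for no effect and full inhibition by NEM control for full effect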
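USP2 core (10nM final) preincubated 30min RT with compound in 20mM Tris-HCl pH 8.0, 2mM CaCl2, 2mM beta-mercaptoethanol, 0.05% CHAPS; 25nM Ub-CHOP2 plus 25nM reporter substrate added, fluorescence (Ex485/Em531) read after 60min.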
S-ASM inh: Inhibitors of Secretory Acid Sphingomyelinase (S-ASM): qHTS; 340,000 tested, 0.006% active; Potency, µM (top dose mostly 57.5 µM), inactives show at the top dose activity change, negative = inhibition, most hits filed as inhibitors; AID 504937, 2011; placental ASM, HMU-PC fluorogenic substrate, 60 min; also: potency is read from the fitted curve at half-maximal effect
Target sequence (P17405 47-631 limits assumed): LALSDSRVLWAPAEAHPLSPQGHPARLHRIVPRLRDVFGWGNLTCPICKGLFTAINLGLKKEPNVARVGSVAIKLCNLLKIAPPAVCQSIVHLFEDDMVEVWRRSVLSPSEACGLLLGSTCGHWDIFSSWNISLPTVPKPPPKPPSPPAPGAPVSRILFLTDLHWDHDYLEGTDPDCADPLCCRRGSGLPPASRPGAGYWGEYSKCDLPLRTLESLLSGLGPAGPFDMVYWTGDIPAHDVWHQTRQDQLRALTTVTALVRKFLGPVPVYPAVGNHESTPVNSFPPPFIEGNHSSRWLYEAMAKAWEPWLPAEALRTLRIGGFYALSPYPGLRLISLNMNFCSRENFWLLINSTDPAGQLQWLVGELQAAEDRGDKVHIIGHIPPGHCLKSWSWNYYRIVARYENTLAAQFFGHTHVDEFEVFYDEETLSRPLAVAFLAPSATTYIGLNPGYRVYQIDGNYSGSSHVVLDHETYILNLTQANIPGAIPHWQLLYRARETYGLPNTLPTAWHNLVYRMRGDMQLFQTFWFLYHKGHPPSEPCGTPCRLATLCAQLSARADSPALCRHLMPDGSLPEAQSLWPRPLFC
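Steps: dispense placental human ASM, pin compound, wait 10 min at room temperature, add HMU-PC0 substrate at 9 uM final, incubate 60 min at 37 °C, add stop solution raising pH to 10, read fluorescence.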
B2AR arrestin: qHTS assay of beta-arrestin-biased ligands of beta2-adrenergic receptor; Beta-2 adrenergic receptor (Homo sapiens), P07550; beta-arrestin recruitment to beta2AR, cell-based reporter; Potency, µM (titrated, usually from 46.1 µM), inactives show at the top dose activation, actives largely listed as activators; 330,000 tested, 0.02% active; AID 492947, 2010;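 also: potency is read from the fitted curve at half-maximal effect; 0% = DMSO controls and full agonism = EC100 isoproterenol or metaproterenol; nearly all actives have a fitted effect of over 65% in size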
Target sequence (P07550 whole entry, looked up): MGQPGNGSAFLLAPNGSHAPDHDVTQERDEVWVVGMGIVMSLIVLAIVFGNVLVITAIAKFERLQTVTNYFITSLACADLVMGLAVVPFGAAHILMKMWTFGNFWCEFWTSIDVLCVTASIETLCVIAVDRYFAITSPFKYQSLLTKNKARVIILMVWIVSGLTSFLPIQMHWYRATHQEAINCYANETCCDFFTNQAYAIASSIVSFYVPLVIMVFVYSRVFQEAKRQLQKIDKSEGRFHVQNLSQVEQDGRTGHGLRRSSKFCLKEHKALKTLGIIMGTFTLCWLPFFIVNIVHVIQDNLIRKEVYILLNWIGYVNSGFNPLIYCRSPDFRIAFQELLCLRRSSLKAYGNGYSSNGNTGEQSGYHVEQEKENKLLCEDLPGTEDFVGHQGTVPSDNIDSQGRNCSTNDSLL
Starred values were filed as active, the others as inactive; i = inactive; ? = inconclusive; / = no result given; [ ] = dose if it differs, or a comment. Unless noted, calls follow the shape of the dose curve; as a rule, active = well fitted curve in the direction sought with a large enough effect; inconclusive = small, poorly fitted or top-dose-only effect, or another doubt; inactive = no such curve, though single readings can be large; an effect the other way counts as inactive or inconclusive.

SMILES | Eya2 phos inh | PTAP TSG101 blk | BRCA1 expr up | TRPV1 agonist | p53 reactivation | ELG1 genotoxic | a7 integrin act | uPA surface inh | USP2a inh | S-ASM inh | B2AR arrestin
COc1ccc(Br)cc1/C=N/Nc1ccccn1 | -5% | 1% | -29% | -1 | / | 1% | 31% | 10% | 0% | 1% | -2.4%
O=C1NC(=S)CN1c1ccccc1 | 5% | -9% | -2% | 3 | 2% | -5% | -14% | 2% | 2% | 2% | 0.0%
S=c1[nH]nc(COc2ccccc2)n1/N=C/c1cccc(Cl)c1Cl | -9% | -1% | -18% | 2 | 7% | 1% | 17% | 1% | -9% | -23% | -0.6%
CCCCNC(=O)c1ccc2c(c1)ncn2C1CCCCC1 | 9% | -5% | 59% | 22 | -4% | 18% | -3% | -3% | 0% | -2% | -0.8%
O=C(CCCCCn1c(=S)[nH]c2ccc(N3CCOCC3)cc2c1=O)NCc1ccccc1 | 1% | 0% | -2% | 0 | -1% | 7% | -15% | 6% | 1% | 28% | 0.1%
C/C(=N\NC(=O)c1cccc(Br)c1)c1ccccn1 | 0% | -2% | -71% | 6 | ? | ? | -55%[inhibitor] | 9% | 0% | -3% | -0.8%
CCOC(=O)c1ccc(-n2ccnc2)c(NC(=O)c2ccc(C(C)(C)C)cc2)c1 | -4% | 0% | -4% | 1 | -11% | -1% | 0% | -2% | -1% | 0% | -0.3%
Cc1c(C(=O)NC2CCS(=O)(=O)C2)oc2ccccc12 (stereo unspecified) | -11% | -2% | 1% | 0 | 3% | -3% | 0% | 8% | 2% | 1% | -0.5%
CC(c1ccccc1F)n1cc(C(=O)NCCCn2ccnc2)nn1 (stereo unspecified) | 3% | -2% | -24% | -3 | -2% | 1% | 17% | -1% | 1% | 5% | -0.8%
CC(NC(=O)c1cccc(S(=O)(=O)N(C)C)c1)c1nc2ccccc2[nH]1 (stereo unspecified) | -3% | -3% | 1% | -2 | -1% | 3% | -49%[inhibitor] | -1% | 0% | 7% | 0.2%
O=C(/C=C/c1cccc(O)c1)c1cccnc1 | 8% | -1% | 0% | -2 | -8% | 12% | -20% | 1% | 1% | -1% | 0.4%
CC(C)N(C(=O)/C=C/c1cccc([N+](=O)[O-])c1)C(C)C | -8% | -3% | -8% | 20 | 2% | -4% | 1% | -8% | 0% | -1% | -0.2%
Cc1cccc(C)c1N1CCN(C(=O)Cn2cncn2)CC1 | 17% | -1% | -8% | 0 | 21% | 0% | -41% | 9% | 14% | -1% | 0.2%
COc1ccccc1NC(=O)C1CCCN(c2nc(C)cc(C)n2)C1 (stereo unspecified) | -10% | -7% | -33% | 4 | 0% | -9% | -23% | 1% | 2% | -4% | -0.6%
CCCCCC(=O)Nc1cccc(C2=NOC3(C2)C[C@@H](C(N)=O)N(C(=O)c2cc([N+](=O)[O-])cc([N+](=O)[O-])c2)C3)c1 (stereo partly specified) | 0% | -4% | -5% | 1 | -3% | -2% | -5% | 14% | 7% | 0% | -1.1%
COc1cc(Cl)ccc1NC(=S)N(CCN(C)C)C(C)c1ccncc1 (stereo unspecified) | -9% | 0% | -28% | 2 | -4% | 0% | 17% | 4% | -1% | -1% | -0.2%
CCCNC(=O)CSc1nnc(-c2ccc(F)cc2)o1 | 4% | -2% | 4% | -1 | 8% | 2% | 0% | -13% | 4% | 3% | 0.5%
CCOc1ccc(/C=C2/SC(=S)N(n3c(C)ccc3C)C2=O)cc1 | -15% | -5% | 6% | -3 | 4% | -6% | -32% | 0% | -1% | -9% | 0.0%
CCNC(=O)c1c(N)sc2c1CCCCC2 | 0% | / | / | 0 | -2% | -2% | / | / | -1% | / | 0.3%
O=C(CCNC(=O)c1ccco1)Nc1ccccc1 | 19% | -1% | -1% | 1 | 0% | -4% | 23% | -4% | 4% | -1% | 2.4%
O=C(NC1CCCCC1)C(c1cccs1)N(C(=O)c1ccco1)c1ccc2c(c1)OCCO2 (stereo unspecified) | -7% | -4% | -1% | 16 | 13% | 7% | -14% | 0% | 3% | -1% | 0.2%
CCOC(=O)C1CCN(S(=O)(=O)c2ccc3c(c2)NC(=O)C(C)S3)CC1 (stereo unspecified) | 8% | -7% | -24% | 19 | 5% | 0% | -43% | -4% | -1% | -1% | 3.9%
CCOc1ccc(N(C(C)C(=O)N/N=C(\C)C(C)(C)C)S(C)(=O)=O)cc1 (stereo unspecified) | -2% | -1% | -13% | 0 | 1% | -2% | 23% | 5% | 2% | 4% | 0.3%
C=CCn1c2ccccc2c2nnc(SCC(=O)OCN3C(=O)c4ccccc4C3=O)nc21 | -3% | 0% | -5% | 6 | -12% | 0% | 1% | 7% | 1% | -5% | 0.1%
O=C(Nc1ccc(Br)cc1)c1csc(-c2ccncc2)n1 | -17% | -2% | -36% | -3 | -1% | -4% | -10% | 1% | -2% | -15% | 0.5%
O=C1CCCC2=C1C(c1ccc(O)cc1)c1c(ccc3ccccc13)N2 (stereo unspecified) | -29% | 1% | -44% | -2 | -2% | 3% | -1% | -5% | 0% | i | 0.3%
CCn1c2ccc(F)cc2c2nc3ccccc3nc21 | 6% | -3% | -1% | 12 | -1% | 2% | -15% | -1% | 1% | -8% | -0.4%
CC(C)CCNS(=O)(=O)c1cc2c3c(c1)CCN3C(=O)CC2 | 4% | -1% | 17% | -1 | 1% | 13% | -13% | 3% | 2% | 0% | -0.2%
CCCOc1ccc(C2C(C(=O)c3ccc(C)o3)=C(O)C(=O)N2Cc2ccco2)cc1OCC (stereo unspecified) | -8% | 0% | 1% | -4 | 18% | -6% | 43% | 2% | 0% | 0% | -0.5%
CCOC(=O)CC(=O)CSc1nc(C)cc(C)c1C#N | -13% | -5% | 0% | -2 | 6% | -12% | 10% | 3% | -4% | 63%[activator] | -0.1%
O=C(NC1CCCCC1)C(c1ccc2ncccc2c1)N(Cc1ccccc1)C(=O)c1cccs1 (stereo unspecified) | 15% | -11% | -29% | / | -1% | -3% | -50%[inhibitor] | 0% | -2% | -4% | 0.9%
N/C(=N\OC(=O)Cc1cccc2ccccc12)c1ccccn1 | -11% | -7% | 81% | 4 | -24% | ? | 6% | 5% | 1% | 3% | -0.1%
Nc1nnc(SCC(=O)Nc2ccc(Cl)c(C(=O)O)c2)s1 | -2% | -8% | -3% | 1 | 0% | 0% | 10% | 2% | -1% | 7% | -0.3%

4 of these compounds, set out differently.
Structure	Eya2 phos inh	PTAP TSG101 blk	BRCA1 expr up	TRPV1 agonist	p53 reactivation	ELG1 genotoxic	a7 integrin act	uPA surface inh	USP2a inh	S-ASM inh	B2AR arrestin
CCCOc1ccc(C2C(C(=O)c3ccc(C)o3)=C(O)C(=O)N2Cc2ccco2)cc1OCC (stereo unspecified)	-8%	0%	1%	-4	18%	-6%	43%	2%	0%	0%	-0.5%
CCOC(=O)CC(=O)CSc1nc(C)cc(C)c1C#N	-13%	-5%	0%	-2	6%	-12%	10%	3%	-4%	63%[activator]	-0.1%
O=C(NC1CCCCC1)C(c1ccc2ncccc2c1)N(Cc1ccccc1)C(=O)c1cccs1 (stereo unspecified)	15%	-11%	-29%	/	-1%	-3%	-50%[inhibitor]	0%	-2%	-4%	0.9%
N/C(=N\OC(=O)Cc1cccc2ccccc12)c1ccccn1	-11%	-7%	81%	4	-24%	?	6%	5%	1%	3%	-0.1%

Screening results deposited in PubChem BioAssay by National Center for Advancing Translational Sciences (NCATS).
